Lamin A splicing = LMNA splicing modulation | HeLa LMNA splicing GFP/RFP minigene ratio, 48 h | Potency, µM (titrated, usually from 46.1 µM), for the others: at the top dose ratio change, negative = inhibition, usual class: inhibitors | 0.01% of 200,000 active | AID 1487; active = well fitted inhibition curve with a large enough effect in the signal ratio, with a control signal flat, not every such curve was filed as active; inconclusive = small, poorly fitted or top-dose-only effect, or effect the other way, or a change in a side signal; the % refers to the signal ratio
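Read-out is the ratio of GFP to DsRed2 object intensity, acquired by 488 nm laser-scanning cytometry on HeLa lamin A-EGFP minigene reporter cells. Compound incubation 48 hrs at 37 °C in Opti-MEM with 2% FBS; DMSO 0.5% final.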
Numbers without * were called inactive; u = inconclusive; [ ] = another dose, or the depositor's remark. % is set by controls: 0 for no effect and ±100 for the full control effect; potency is the fitted concentration of half-maximal effect. Not all compounds are listed; rates above refer to the full screens.

nr	Lamin A splicing	Structure
1	u	COc1ccc(CC(=O)NCCc2sc3nc(-c4ccc(OC)cc4)nn3c2C)cc1
2	u	COc1ccccc1N1CCN(CCCNC(=O)c2cnn(-c3cccc(Cl)c3)c2C2CCN(C(=O)OC(C)(C)C)CC2)CC1
3	u	Cc1ccc(NC(=O)c2cc(S(=O)(=O)NCCC3=CCCCC3)ccc2F)cc1C
4	-5%[46 µM]	CCN1CCN(CCCNC(=O)c2cnn(-c3ccc(C)cc3C)c2C2CCN(C(=O)OC(C)(C)C)CC2)CC1
5	10%[46 µM]	CC(=O)c1ccc(N2CCN(S(=O)(=O)c3cc(-c4noc(C)n4)ccc3C)CC2)cc1
6	22%[46 µM]	COCCn1ccc2c(OCC(=O)Nc3ccccc3F)cccc2c1=O
7	u	O=C(/C=C\c1ccc2c(c1)OCO2)NC1CC(=O)N(c2ccc(F)cc2)C1 (stereo not given)
8	-9%[46 µM]	COc1cccc(-c2nc(Cn3c(=O)cc(C)c4c(C)nn(-c5ccccc5)c43)c(C)o2)c1OC
9	u	Cc1ccc(C)c(N2C(=O)N(Cc3ccccc3C)c3ccccc3S2(=O)=O)c1
10	u	O=C(CSc1nccn1Cc1ccccc1)NCc1ccc(F)cc1
11	0%[46 µM]	CCOc1ccc(CCNC(=O)c2ccc3c(c2)N(Cc2cccc(Cl)c2)C(=O)c2ccccc2S3(=O)=O)cc1OCC
12	-5%[46 µM]	COc1ccc(NC(=O)c2cc3c(=O)n(Cc4ccco4)ccc3nc2C)c(OC)c1
13	-12%[46 µM]	O=C(CNC(=O)c1ccc(F)cc1)OCc1cc(=O)n2nc(C3CC3)sc2n1
14	u	CCC(C)NC(=O)c1ccc2nc(Cc3ccccc3)oc2c1 (stereo not given)
15	-12%[46 µM]	Cc1ccc(C)c(N2CCN(CCCNC(=O)Nc3cc(Cl)ccc3C)CC2)c1
16	-37%[46 µM]	CC1=C(C(=O)Nc2cccc(Cl)c2)C2(CCCCCC2)OC1=O
17	6%[46 µM]	CCOc1ccc(CNC(=O)c2cnc3c(C)cccn3c2=O)cc1
18	-14%[46 µM]	COc1cccc(NC(=O)CSc2nc(=O)n(Cc3ccco3)c3c2CCC3)c1
19	2%[46 µM]	COc1ccc(Br)cc1CNC(=O)C1COc2ccccc2C1 (stereo not given)
20	-14%[46 µM]	COc1ccc(NC(=O)c2oc3ccc(S(=O)(=O)N4CCCCC4)cc3c2C)cc1Cl

Another view of 4 compounds above.
15) Cc1ccc(C)c(N2CCN(CCCNC(=O)Nc3cc(Cl)ccc3C)CC2)c1
  Lamin A splicing: -12%[46 µM]
19) COc1ccc(Br)cc1CNC(=O)C1COc2ccccc2C1 (stereo not given)
  Lamin A splicing: 2%[46 µM]
6) COCCn1ccc2c(OCC(=O)Nc3ccccc3F)cccc2c1=O
  Lamin A splicing: 22%[46 µM]
16) CC1=C(C(=O)Nc2cccc(Cl)c2)C2(CCCCCC2)OC1=O
  Lamin A splicing: -37%[46 µM]

Carrying on:
nr	Lamin A splicing	Structure
21	1%[46 µM]	COc1cccc2cc(-c3nc4sc(C(=O)Nc5ccc(F)cc5F)c(C)c4c(=O)[nH]3)c(=O)oc12
22	7%[46 µM]	CCOCCc1nn2c(=O)cc(COC(=O)c3ccccc3NC(=O)C3CCCCC3)nc2s1
23	u	Cc1cccc(N2CCN(C(=O)Nc3cn(CC(C)C)c(=O)c4ccccc34)CC2)c1C
24	14%[46 µM]	COc1ccccc1NC(=O)C1=C(C)Nc2nc(SCC(=O)c3ccc(C)cc3)nn2C1c1ccc(F)cc1 (stereo not given)
25	-12%[46 µM]	CC(=O)c1ccc(S(=O)(=O)Nc2ccc(-c3ccc(N4CCCCCC4)nn3)cc2)cc1
26	-6%[46 µM]	Cc1onc(-c2ccccc2Cl)c1C(=O)Oc1ccc(Cl)cc1Cl
27	-5%[46 µM]	CC(=O)Nc1c(C)nn(-c2ccccc2)c1N1CCC(C(=O)Nc2ccc(F)cc2Cl)CC1
28	-4%[46 µM]	CCOc1ccccc1CNC(=O)CSc1n[nH]c(-c2ccccc2Cl)n1
29	-6%[46 µM]	COc1ccccc1N1CCN(C(=O)C2CCN(S(=O)(=O)c3c(C)noc3/C=C/c3ccc(C)cc3)CC2)CC1
30	1%[46 µM]	N#Cc1ccccc1Cn1c(SCC(=O)Nc2ccc(F)cc2)nc2ccccc21
31	0%[46 µM]	COc1cc(OC)c(NC(=O)N2CCc3c(sc4c3CCCC4)C2c2ccccc2)cc1Cl (stereo not given)
32	20%[46 µM]	COc1ccccc1-n1c(-c2ccc(C)cc2)cn2c3c(=O)n(C)c(=O)n(C)c3nc12
33	5%[46 µM]	CCCn1c2ccccc2c2cnn(CC(=O)NCCc3ccccc3)c(=O)c21
34	-12%[46 µM]	O=C(Nc1c2c(nn1-c1ccc(Cl)cc1)CS(=O)(=O)C2)c1cccc(Cl)c1
35	4%[46 µM]	Cc1ccc(C(=O)CCC(=O)Nc2ccc(C)cc2C)cc1
36	18%[46 µM]	CC(=O)N1CCc2c(sc(NC(=O)CSc3ccccc3)c2-c2nc3ccccc3s2)C1
37	-1%[46 µM]	COc1ccccc1CNC(=O)CCCN1C(=O)CCn2nc(-c3cn(C)c4ccccc34)cc21
38	u	CCN1CCN(c2ncc3c(n2)CCN(Cc2cc(F)cc(F)c2)C3)CC1
39	22%[46 µM]	Cc1ccc2nc(N(Cc3cccnc3)C(=O)c3ccco3)sc2c1
40	-19%[46 µM]	CCOC(=O)c1ccc(N2CCN(c3cccc(OC)c3)CC2)c(NC(=O)Nc2ccc(OCC)cc2)c1
41	13%[46 µM]	CC(C)c1nc2ccc(C(=O)Nc3ccccc3F)cc2o1
42	10%[46 µM]	NCCc1nc2cccnc2n1-c1ccccc1
43	25%[46 µM]	O=C(Cn1c(=O)oc2cc(S(=O)(=O)N3CCCC3)ccc21)Nc1ccc(OC(F)(F)F)cc1
44	-8%[46 µM]	CCOc1ccc(CNC(=O)CCn2cccn2)cc1OC
45	u	O=C1Nc2ccccc2Oc2cc(Oc3ccc(Cl)cc3)ccc21
46	5%[46 µM]	COc1ccc(C)cc1NC(=O)c1cc(S(=O)(=O)NCCC2=CCCCC2)ccc1F
47	-12%[46 µM]	CCc1cccc(NC(=O)C2CCCN(c3ncnc4onc(-c5ccc(F)cc5)c34)C2)c1 (stereo not given)
48	u	CCOc1ccc(NC(=O)C(=O)NCCc2csc3nc(-c4ccccc4F)nn23)cc1
49	3%[46 µM]	CCNC(=O)Cc1ccc(NC(=O)N2CCCCc3ccccc32)cc1
50	-5%[46 µM]	Cc1nc(C)c(-c2ccc(SCC(=O)Nc3ccccc3F)nn2)s1
51	22%[46 µM]	Cc1noc(-c2ccc(-c3noc(-c4ccc(F)cc4)n3)cc2)n1
52	18%[46 µM]	COc1cccc(N2CC(NC(=O)c3cccs3)CC2=O)c1 (stereo not given)
53	1%[46 µM]	COc1ccc(-c2c(C)c3ccc(O)c(CN4CCOCC4)c3oc2=O)cc1
54	9%[46 µM]	CC1CCN(S(=O)(=O)c2ccc3c(c2)oc(=O)n3CC(=O)O)CC1
55	9%[46 µM]	Cc1cc(C)c(NS(=O)(=O)c2cc(-c3cnc(C4CC4)o3)ccc2C)c(C)c1
56	28%[46 µM]	Cc1ccc2c(=O)c(C(=O)c3ccccc3)cn(CC(=O)Nc3ccc4c(c3)OCCO4)c2n1
57	1%[46 µM]	COc1ccc(NC(=O)C2CCN(S(=O)(=O)c3ccc4[nH]c(=O)ccc4c3)CC2)c(OC)c1
58	-4%[46 µM]	Cc1cccc(N2CCN(C(=O)CCS(=O)(=O)c3ccc4c(c3)oc(=O)n4C)CC2)c1C
59	6%[46 µM]	CCCCOc1ccc(C(=O)Nc2ccc3c(c2)CCCN3S(=O)(=O)c2ccc(C)cc2)cc1
60	1%[46 µM]	Cc1c(Cl)cccc1NC(=O)CSc1nc(=O)[nH]c2c1CCC2
61	11%[46 µM]	OCc1cnc(SCc2ccccc2F)n1Cc1ccc(F)cc1
62	u	CC(=O)c1ccc(NS(=O)(=O)c2ccc3c(c2)NC(=O)CCS3)cc1
63	0%[46 µM]	COCCCNC(=O)Cn1c(=O)nc(-c2ccccc2)c2ccccc21
64	-4%[46 µM]	CC(C)NC(=O)c1ccc2c(c1)N(Cc1cccc(Cl)c1)C(=O)c1ccccc1S2=O (stereo not given)
65	-7%[46 µM]	CCOC(=O)C1CCCN(c2cc(C)nc3c(-c4ccccc4OC)c(C)nn23)C1 (stereo not given)
66	u	COc1cccc(NS(=O)(=O)c2cc(-c3cnc(C4CC4)o3)ccc2C)c1
67	u	Cc1ccc(Cl)cc1NC(=O)NC1COc2ccccc2C1 (stereo not given)
68	-6%[46 µM]	Cc1ccc2nc(COc3ccc(NC(=O)COc4ccccc4F)cc3)cc(=O)n2c1
69	-24%[46 µM]	CC(=O)C(Sc1nc(-c2ccccc2Cl)nc2c1c(=O)n(C)c(=O)n2C)C(=O)N(C)C (stereo not given)
70	-7%[46 µM]	Cc1cc(C)c(NC(=O)C2CCN(S(=O)(=O)c3c(C)noc3/C=C/c3ccccc3F)CC2)c(C)c1
71	24%[46 µM]	CCOC(=O)c1c(S(=O)(=O)N2CCC(C(=O)Nc3ncccc3C)CC2)c(C)n(C)c1C
72	1%[46 µM]	Cc1c(C(=O)N(C)C)sc2c1c(=O)n(-c1ccc(Cl)c(Cl)c1)c(=O)n2CC(=O)Nc1ccc(Br)cc1F
73	u	COc1cccc(NC(=O)Cn2c(=O)cc(C)c3c(C)nn(-c4cccc(F)c4)c32)c1
74	u	Clc1cccc(-n2ncc3c(N4CCCCC4)ncnc32)c1
75	-12%[46 µM]	COc1cc(C(=O)NCC(c2ccco2)S(=O)(=O)c2cccs2)cc(OC)c1OC (stereo not given)
76	u	CCC(=O)C1=C(c2ccccc2)N(C(=O)CC)n2c(nnc2-c2ccccc2)S1
77	-14%[46 µM]	COc1cccc(N2C(=O)CSC23C(=O)N(CC(=O)NCc2ccc(C)cc2)c2ccccc23)c1 (stereo not given)
78	0%[46 µM]	COc1ccc(C(=O)Nc2ccc(OCc3cc(=O)n4ccccc4n3)cc2)cc1
79	u	Cc1nc(C)c(-c2ccc(SCC(=O)Nc3ccc(Cl)c(Cl)c3)nn2)s1
80	21%[46 µM]	COc1ccc(N2CC(NC(=O)C(c3ccccc3)c3ccccc3)CC2=O)cc1 (stereo not given)

Further results:
nr	Lamin A splicing	Structure
81	-17%[46 µM]	Cc1cccc(NC(=O)CCn2nc(-c3ccccc3)c3ccccc3c2=O)c1
82	u	Cc1ccc(CNC(=O)c2ccc(NC(=O)N3CCSc4ncccc43)cc2)cc1
83	1%[46 µM]	CCOc1ccccc1CNC(=O)CSc1n[nH]c(-c2ccccc2)n1
84	-7%[46 µM]	Cc1noc2ncnc(NCc3cccc(Cl)c3)c12
85	3%[46 µM]	Cc1cc(C)cc(NC(=O)c2sc3nc4n(c(=O)c3c2C)N=C(c2ccc(F)cc2)CS4)c1
86	0%[46 µM]	Cc1csc2nc(COC(=O)c3ccc(NC(=O)C(C)Oc4ccccc4)cc3)cc(=O)n12 (stereo not given)
87	1%[46 µM]	CCOc1ccccc1CNC(=O)c1cc(-c2ccc(C)c(C)c2)nc2ccccc12
88	u	Cc1cc(C)cc(NC(=O)C(=O)NCC(c2ccc3c(c2)OCO3)N2CCOCC2)c1 (stereo not given)
89	9%[46 µM]	CCOc1ccccc1NC(=O)Cn1cc(C(=O)c2ccc(Cl)cc2)c(=O)c2ccc(C)nc21
90	-16%[46 µM]	CCC(CC)C(=O)N1CCc2cc(OC)c(OC)cc2C1COc1ccc(C(=O)OC)cc1 (stereo not given)
91	u	O=C(Nc1ccc(Cl)cc1Cl)c1cc(S(=O)(=O)N2CCCCCC2)ccc1F
92	5%[46 µM]	COc1cccc(CNC(=O)CN2C(=O)N(c3cccc(Cl)c3)S(=O)(=O)c3ccccc32)c1OC
93	-1%[46 µM]	COc1ccc(N2CCN(C(=O)c3ccc(NC(=O)c4nsc5ccccc45)cc3)CC2)cc1
94	11%[46 µM]	CCOC(=O)N1CCC(NC(=O)c2cnn(-c3cccc(Cl)c3C)c2C2CCN(C(=O)OC(C)(C)C)CC2)CC1
95	8%[46 µM]	O=C(NC1CC(=O)N(c2ccc(Cl)cc2)C1)C1CCCCC1 (stereo not given)
96	1%[46 µM]	CCOc1cccc2cc(-c3cn4c(n3)sc3cc(C)ccc34)c(=O)oc12
97	-10%[46 µM]	CC(C)CN1CCc2nc(Nc3ccc(F)cc3F)ncc2C1
98	-14%[46 µM]	Cc1ccccc1NC(=O)c1c2c(nc3ccccc13)C(=O)N(C1CCCCC1)C2
99	-13%[46 µM]	COc1cc(OC)c(OC)cc1CN1CCc2nc(Nc3ccc4c(c3)OCCO4)ncc2C1
100	u	Cc1nc2c(C(=O)NCCc3ccc(Cl)cc3)cnn2c(C)c1Cc1ccc(F)cc1

4 compounds drawn at random from those above:
nr	Lamin A splicing	Structure
98	-14%[46 µM]	Cc1ccccc1NC(=O)c1c2c(nc3ccccc13)C(=O)N(C1CCCCC1)C2
100	u	Cc1nc2c(C(=O)NCCc3ccc(Cl)cc3)cnn2c(C)c1Cc1ccc(F)cc1
92	5%[46 µM]	COc1cccc(CNC(=O)CN2C(=O)N(c3cccc(Cl)c3)S(=O)(=O)c3ccccc32)c1OC
95	8%[46 µM]	O=C(NC1CC(=O)N(c2ccc(Cl)cc2)C1)C1CCCCC1 (stereo not given)

The listing continues:
nr	Lamin A splicing	Structure
101	0%[46 µM]	CCOc1ccc(C(=O)OCc2cc(=O)n3nc(C4CC4)sc3n2)cc1
102	u	CCSc1nc2c([nH]c3ccccc32)c(=O)n1-c1cccc(OC)c1
103	9%[46 µM]	CCNC(=O)c1cc2n(n1)CCCN(Cc1ccc(C)cc1)C2=O
104	-2%[46 µM]	CN(C)CCCN(C(=O)c1ccc2c(c1)OCCO2)c1nc2ccccc2s1

A different layout for part of the listing above:
nr	Structure	Lamin A splicing
9	Cc1ccc(C)c(N2C(=O)N(Cc3ccccc3C)c3ccccc3S2(=O)=O)c1	u
42	NCCc1nc2cccnc2n1-c1ccccc1	10%[46 µM]
51	Cc1noc(-c2ccc(-c3noc(-c4ccc(F)cc4)n3)cc2)n1	22%[46 µM]

Screening results deposited in PubChem by National Center for Advancing Translational Sciences (NCATS).
